Screening results as filed in PubChem.
Cl transport mod: modulators of human KCC2 chloride dependent transport. Q9H2X9. AID 1456. B-score of Tl+ flux slope (higher = more flux/activation; lower = inhibition) at 10 µM. KCC2 cells, thallium flux FluoZin-2 fluorescence. 190,000 tested, 2.2% active;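 active = thallium flux slope and its plate-corrected score both differing from the plate sample mean at a set confidence after two filtering rounds, in either direction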;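 note: slope of fluorescence scaled to starting intensity during 10 to 20 s after thallium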
Target sequence (Q9H2X9 whole entry, looked up): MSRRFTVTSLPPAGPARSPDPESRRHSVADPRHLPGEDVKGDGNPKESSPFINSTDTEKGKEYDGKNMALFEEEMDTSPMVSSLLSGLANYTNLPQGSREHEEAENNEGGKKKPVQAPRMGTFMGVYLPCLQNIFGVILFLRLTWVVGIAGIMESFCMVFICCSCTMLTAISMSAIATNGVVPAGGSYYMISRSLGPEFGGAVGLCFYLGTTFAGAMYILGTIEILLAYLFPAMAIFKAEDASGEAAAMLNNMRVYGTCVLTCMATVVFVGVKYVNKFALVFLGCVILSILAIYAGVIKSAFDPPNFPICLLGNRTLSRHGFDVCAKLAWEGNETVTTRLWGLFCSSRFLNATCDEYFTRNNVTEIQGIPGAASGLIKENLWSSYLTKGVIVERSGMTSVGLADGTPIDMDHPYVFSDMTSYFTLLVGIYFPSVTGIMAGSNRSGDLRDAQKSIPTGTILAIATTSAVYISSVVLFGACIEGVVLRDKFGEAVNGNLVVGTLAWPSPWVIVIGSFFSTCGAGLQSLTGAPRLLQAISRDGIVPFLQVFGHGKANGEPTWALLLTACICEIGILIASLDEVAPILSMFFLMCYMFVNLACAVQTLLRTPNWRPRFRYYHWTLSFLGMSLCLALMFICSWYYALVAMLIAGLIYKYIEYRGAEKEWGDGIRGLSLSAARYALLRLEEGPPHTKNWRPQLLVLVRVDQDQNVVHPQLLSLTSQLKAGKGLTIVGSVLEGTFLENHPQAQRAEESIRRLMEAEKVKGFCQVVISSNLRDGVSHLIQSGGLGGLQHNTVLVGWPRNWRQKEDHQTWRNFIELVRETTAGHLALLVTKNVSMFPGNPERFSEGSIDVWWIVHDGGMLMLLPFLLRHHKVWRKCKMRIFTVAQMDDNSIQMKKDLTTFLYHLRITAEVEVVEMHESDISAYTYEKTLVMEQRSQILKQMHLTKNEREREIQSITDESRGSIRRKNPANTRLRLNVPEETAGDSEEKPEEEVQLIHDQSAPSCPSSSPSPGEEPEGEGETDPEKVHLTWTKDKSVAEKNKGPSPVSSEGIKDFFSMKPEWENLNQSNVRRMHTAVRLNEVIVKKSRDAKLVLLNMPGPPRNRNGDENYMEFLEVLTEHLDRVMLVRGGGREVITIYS
PPC-1+TRAIL kill: kills PPC-1 cancer cells in the presence of TRAIL; PPC-1 cells + TRAIL, ATPLite viability luminescence; cell killing (% activity), % at 4 µM; 220,000 tested, 0.41% active; AID 1443;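 active = cell killing above 50% in the first pass at 4 µM, then a duplicate retest at 5 µM averaging 50% or more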;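 note: plate controls were cells with TRAIL plus DMSO for no effect and medium-only wells lacking cells for full effect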
TbHK1 inh: T. brucei hexokinase 1 inhibition | recombinant TbHK1, G6PDH-coupled NADH A340 | inhibition, % at 10 µM | 220,000 tested, 0.11% active;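 active = inhibition of 50% or more in the single-dose primary screen; inactive = inhibition below 50%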
TRPML3 agonist: activates the human TRPML3 channel; Q8TDD5; HEK293 TRPML3-YFP, Fluo-8 calcium fluorescence; 100% = the carbachol control signal; activation, % at 3 µM; 220,000 tested, 0.29% active; AID 1448;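 active = activation above its plate's cutoff, the mean activation of the plate's test wells plus 3 SD, cut at about 12% in these data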;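 note: 0% = DMSO only wells and 100% = carbachol wells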
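Material: TRPML3-YFP stable HEK293 cells | Dosing: One concentration, 3 µM nominal, 0.3% DMSO | Timing: 125 s total fluorescence read per well | Technique: Fluo-8 calcium dye fluorescence, ex 470-495, em 515-575 nm | Measure: Percent activation from peak-to-basal fluorescence ratio, scaled between DMSO and carbachol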
Calpain2 inh: blocks pig calpain II enzyme activity | purified calpain II, fluorogenic peptide substrate, 30 min | AID 1236 | 220,000 tested, 0.37% active | inhibition, % at 16 µM;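 active = inhibition above about 50%, limit read from the data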
zfTRPN1 agonist: zebrafish TRPN1 (NompC) channel agonism | HEK293 zebrafish TRPN1-YFP, Fluo-8 calcium fluorescence; 100% = response to 87 µM carbachol | 220,000 tested, 0.18% active | AID 1424 | activation, % at 3 µM;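 active = activation above its plate's cutoff, the mean activation of test wells on that plate plus 3 SD, cut at about 19% in these data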;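 note: 0% = DMSO alone and 100% = 87 µM carbachol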
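Control set: carbachol 87 µM as high control, DMSO as low control; system: HEK293 stable line with zebrafish TRPN1-YFP; read-out: % activation versus carbachol response; detection: intracellular calcium fluorescence with Fluo-8; doses: single test compound dose, 3 µM nominal, 0.3% DMSO; schedule: dye 1 h 37 °C plus 30 min RT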
Thrombin inh: inhibitors of human thrombin. P00734. alpha-thrombin, Boc-VPR-AMC fluorogenic substrate cleavage. inhibition, % at 5 µM. 220,000 tested, 0.26% active;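 active = inhibition at or above 40%; inactive = inhibition below 40%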;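 note: 0% = enzyme with no compound and 100% = wells without enzyme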
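System – human alpha-thrombin protein · Reagent – Boc-VPR-AMC substrate, 15 µM final · Compound – 5 µM single dose in 0.2% DMSO · Schedule – reaction at room temperature · Technique – AMC fluorescence at 355 nm excitation and 460 nm emission · Read-out basis – % inhibition relative to enzyme controls and enzyme-free blanks · Control set – no-compound enzyme wells and no-enzyme blanks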
Furin inhibitor: inhibitors of human furin; AID 463115; purified furin, fluorogenic substrate cleavage; 220,000 tested, 0.061% active; inhibition, % at 30 µM; P09958; in the data active = inhibition above about 25%; note: inactives centre near -15
EBV gp42 inh: blocks Epstein-Barr virus glycoprotein 42 binding; inhibition, % (tested at 21.74 µM); Q1HVG2; Fluorescence polarization binding assay, mP read-out; 220,000 tested, 0.42% active; in the data active = inhibition above about 50%
An asterisk follows results filed as active; i = inactive; / = no result given; [ ] = remark or other dose.

The line under a structure holds: Cl transport mod	PPC-1+TRAIL kill	TbHK1 inh	TRPML3 agonist	Calpain2 inh	zfTRPN1 agonist	Thrombin inh	Furin inhibitor	EBV gp42 inh
CC(NC(=O)c1cc(-c2cccs2)on1)c1ccccc1 (stereo not drawn)
→ /	1	-2	-0.2	15	0.3	-3	-15	-13
CN1C(=O)c2ccccc2N(C)C1c1ccccc1Cl (stereo not drawn)
→ -1.3	5	-7	-0.4	i	-1.7	2	-31	4
CCOC(=O)N/N=C1\CC(C)CC(C)(C)C1 (stereo not drawn)
→ 0.38	14	3	0.6	8	2.0	-9	-20	-8
CCOC(=O)Cc1nnc(NC(=O)C(CC)Sc2nncn2C)s1 (stereo not drawn)
→ 1.1	8	-2	0.1	10	1.0	-7	-21	-8
O=C(COc1ccc(F)cc1)N(c1ccccn1)C1CCCCC1
→ -0.35	-9	-5	0.2	11	-1.2	-1	-29	-4
O=S(=O)(Nc1ccc(N2CCOCC2)nn1)c1ccccc1
→ 1.3	2	-17	1.2	-28	-0.5	1	-19	-12
CN(c1ccc(C(=O)O)cc1)S(=O)(=O)c1ccc(Cl)cc1
→ 0.51	29	3	-0.2	-9	-0.1	-5	-16[20 µM]	-10
CCCCSCc1[nH]c(=O)[nH]c1C(=O)CCCCC(=O)OCC
→ /	-8	1	0.6	5	-0.5	-2	-13	-16
O=C(NC(Nc1ccc(F)cc1)(C(F)(F)F)C(F)(F)F)c1cccnc1
→ -0.25	8	2	1.5	4	-0.5	0	-2	-18
CCOC(=O)CSc1nc(-c2ccccc2)nc2ccc(C)cc12
→ -0.29	-1	-16	1.4	-28	-0.4	-1	-22	-11
CSc1ccccc1NC(=O)Nc1cccc(Cl)c1Cl
→ -0.34	20	-2	0.3	-27	-0.1	4	-2[20 µM]	-2
O=C(O)Cn1nc(C(F)(F)F)c2c1CCCC2
→ -0.027	20	5	0.9	-19	0.2	0	-29	-3
NC(=O)CSc1nnc2ccc(-c3ccc(Cl)cc3)nn12
→ -0.63	-11	-2	0.8	-78	-2.1	1	-12	-5
CCn1c(COc2cccc(C)c2)nnc1SCC(=O)CC(=O)Nc1ccccc1OC
→ -1.7	-5	0	-0.3	-51	-2.3	2	-10	3
CCn1cc(Br)c(C(=O)Nc2ccc(Cl)cc2Cl)n1
→ -1.3	6	-5	0.9	0	-0.6	-12	-15[20 µM]	-10

Already shown: an excerpt of the list.
The line under a structure holds: Cl transport mod	PPC-1+TRAIL kill	TbHK1 inh	TRPML3 agonist	Calpain2 inh	zfTRPN1 agonist	Thrombin inh	Furin inhibitor	EBV gp42 inh
CN1C(=O)c2ccccc2N(C)C1c1ccccc1Cl (stereo not drawn)
→ -1.3	5	-7	-0.4	i	-1.7	2	-31	4
CCOC(=O)N/N=C1\CC(C)CC(C)(C)C1 (stereo not drawn)
→ 0.38	14	3	0.6	8	2.0	-9	-20	-8
CCOC(=O)Cc1nnc(NC(=O)C(CC)Sc2nncn2C)s1 (stereo not drawn)
→ 1.1	8	-2	0.1	10	1.0	-7	-21	-8
O=C(COc1ccc(F)cc1)N(c1ccccn1)C1CCCCC1
→ -0.35	-9	-5	0.2	11	-1.2	-1	-29	-4
O=S(=O)(Nc1ccc(N2CCOCC2)nn1)c1ccccc1
→ 1.3	2	-17	1.2	-28	-0.5	1	-19	-12

(cont.)
The line under a structure holds: Cl transport mod	PPC-1+TRAIL kill	TbHK1 inh	TRPML3 agonist	Calpain2 inh	zfTRPN1 agonist	Thrombin inh	Furin inhibitor	EBV gp42 inh
CCS(=O)(=O)Nc1cccc(-c2nc3cccnc3s2)c1C
→ 0.32	-16	-8	0.9	-12	3.7	-1	0	-17
c1ccc(Cn2nnc3c(N4CCN(Cc5ccc6c(c5)OCO6)CC4)ncnc32)cc1
→ 0.59	20	-10	0.7	10	0.8	-7	-23	10
CSc1nsc(SC)c1NC(=O)OCCc1ccccn1
→ -0.018	9	-12	-0.6	-16	-1.4	0	-21[20 µM]	-15
COc1cccc(Nc2ncccc2C(=O)O)c1
→ /	25	-7	0.6	11	0.2	-4	-17	2
COc1ccc2oc(C(=O)OC/C(O)=C(\C#N)c3nc4ccccc4[nH]3)c(C)c2c1
→ 1.5	5	-24	0.1	17	3.0	2	-16	-66
CCOC(=O)N1CCN(C(=O)Cc2ccc(-n3c(=S)[nH]c4ccccc4c3=O)cc2)CC1
→ /	12	6	-0.5	23	0.7	2	-17	3
CCOC(=O)c1cc(-c2ccccc2)n(CCC(=O)N2CCN(c3ccc(OC)cc3)CC2)c1C
→ 0.085	14	-13	-0.6	10	-2.9	-2	-8	-16
Cc1cccc(CCNC(=O)CCCOc2cc(=O)n(C)c3ccccc23)c1
→ -0.25	18	-4	-0.2	4	-1.9	8	-22	-18
COc1ccc(/C=N/Nc2nccnc2Cl)cc1
→ -0.32	34	-35	-0.1	-8	0.8	3	-23[20 µM]	-3
Cc1ccc(S(=O)(=O)/N=C(\N)c2ccc(F)cc2)cc1
→ -0.25	26	-5	-0.1	-3	0.1	-6	-24	-7
O=C(O/N=C1\CCCc2ccccc21)c1ccc(F)cc1
→ 0.094	9	-2	-0.2	-6	0.2	1	-14[20 µM]	-8
CCc1cc2c(=O)[nH]c(CC(N)=O)nc2s1
→ 0.14	12	-6	0.6	-9	1.2	-8	-25	-3
CCCc1c(CC)c(=N)c2ccccc2n1C
→ /	-8	-20	-0.3	-77	1.1	0	-3[20 µM]	-51
COc1ccc(OC)c(N2C(=O)CC(Cc3cc(C)cc(C)c3)C2=O)c1 (stereo not drawn)
→ 0.33	13	-7	10	-6	2.5	1	-29[20 µM]	-24
CC(C)CN(CCCNC(=O)CN1C(=O)CSc2ccc(S(=O)(=O)N3CCOCC3)cc21)CC(C)C
→ 0.73	3	13	0.4	13	1.3	1	-2	-1

Entries of single compounds as entered above. Order of values: Cl transport mod	PPC-1+TRAIL kill	TbHK1 inh	TRPML3 agonist	Calpain2 inh	zfTRPN1 agonist	Thrombin inh	Furin inhibitor	EBV gp42 inh
Entry for CSc1nsc(SC)c1NC(=O)OCCc1ccccn1 : -0.018	9	-12	-0.6	-16	-1.4	0	-21[20 µM]	-15
Entry for Cc1ccc(S(=O)(=O)/N=C(\N)c2ccc(F)cc2)cc1 : -0.25	26	-5	-0.1	-3	0.1	-6	-24	-7

Further records.
The line under a structure holds: Cl transport mod	PPC-1+TRAIL kill	TbHK1 inh	TRPML3 agonist	Calpain2 inh	zfTRPN1 agonist	Thrombin inh	Furin inhibitor	EBV gp42 inh
O=C(Nc1sc2c(c1-c1nc3ccccc3[nH]1)CCCC2)C1CC1
→ -0.13	3	-12	0.1	-158	-2.1	2	7[20 µM]	-22
CCOC(=O)c1ccc(NC(=O)C(C)Sc2nc(O)c(-c3ccccc3)c(=O)[nH]2)cc1 (stereo not drawn)
→ -0.48	3	-2	0.6	-13	0.0	3	-18	-7
O=C(CNC(=O)c1ccc(Cl)cc1)N/N=C/c1cccnc1
→ -0.61	13	-10	-0.1	-21	0.6	-5	-25	-12
Cc1nc(SCCC(=O)O)c2ccccc2n1
→ -0.47	1	-7	0.8	-8	2.2	-7	-9	5
Cc1[nH]c(=O)[nH]c(=O)c1CSc1nnc(CCCCCNC(=O)OC(C)(C)C)o1
→ /	-6	3	0.4	7	1.1	0	-9	-16
Cc1cc2c(cc(C(=O)OC(C(=O)NCc3ccco3)C(C)C)n2C)o1 (stereo not drawn)
→ 0.069	2	0	-0.3	-16	0.1	-2	-9	-11
COc1ccc(C(=O)Nc2ccc(S(=O)(=O)N3CCCC3)cc2)c(OC)c1
→ /	6	-12	0.8	-11	0.1	4	-20[20 µM]	-10
Cc1ccc2c(c1C)OC(=O)CC2(C)C
→ 1	20	27	0.6	-68	-0.3	-2	-12	-4
CC(=O)Nc1cccc(NC(=O)C(=O)c2cn(CC(=O)N3CCCCC3)c3ccccc23)c1
→ 0.3	26	-21	0.2	-48	-0.8	2	-2	3
O=C(Cc1cccs1)Nc1ccc(Cl)cc1
→ 0.1	3[5 µM]	9	1.1	-17	2.6	-8	-13[20 µM]	-5
CCOC(=O)c1cn(CC(=O)Nc2ccc(C)cc2)nn1
→ 0.035	13	-6	1.0	2	0.7	4	-25	-4
O=C(CCC(=O)OCc1ccc([N+](=O)[O-])cc1)Nc1ccccc1Cl
→ 0.92	13	6	0.0	42	0.8	16	-20	1
COC(=O)CCC(=O)OC1(C)C(=O)C=C2C=C(C3CC3)N(Cc3ccc(OC)cc3)C=C2C1=O (stereo not drawn)
→ 1.4	-10	-40	/	-59	/	-1	-6	22
CCCc1nnc(SCC(=O)O)n1CC
→ 1.5	-6	-8	0.6	-21	2.0	-7	-13	2
CSCC(=O)N1CCCC(CNC(=O)c2ccccc2Cl)C1 (stereo not drawn)
→ 0.082	8	3	-0.1	-5	-0.3	-5	-27	-10

Some of these compounds in order of their number in Furin inhibitor, rising:
Compound | Furin inhibitor
O=C(CCC(=O)OCc1ccc([N+](=O)[O-])cc1)Nc1ccccc1Cl | -20
CCOC(=O)c1ccc(NC(=O)C(C)Sc2nc(O)c(-c3ccccc3)c(=O)[nH]2)cc1 (stereo not drawn) | -18
Cc1nc(SCCC(=O)O)c2ccccc2n1 | -9

New compounds follow:
The line under a structure holds: Cl transport mod	PPC-1+TRAIL kill	TbHK1 inh	TRPML3 agonist	Calpain2 inh	zfTRPN1 agonist	Thrombin inh	Furin inhibitor	EBV gp42 inh
O=C(CSc1ccc(-c2ccc(F)cc2)nn1)N1CCCCC1
→ -5.3*	30	-1	0.5	0	0.5	3	-1	-9
CC(C)Cc1nc2sc3c(NCc4ccco4)ncnc3c2c2c1COC(C)(C)C2
→ /	-14	-23	0.8	-28	0.4	-1	-26[20 µM]	-41
COC(=O)c1ccc(Cl)c(NC(=O)CN2CCOCC2)c1
→ -0.17	6	-1	0.7	-58	-0.9	-4	-19[20 µM]	-21
N/C(Cc1cccc2ccccc12)=N\OC(=O)COc1ccccc1
→ 0.03	24	-1	0.5	1	-1.1	-9	-29	10
